TNAP act DEA – human TNAP activation, intermediate phosphate acceptor | P05186 | purified TNAP, CDP-star luminescence, 100 mM DEA, 30 min; stronger effect = higher value; scale: 0 levamisole-inhibited, 1 vehicle-only enzyme | activation factor at 20 µM | 64,000 tested, under 10 active;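 active = activation factor of at least 2 at 20 µM, relative to controls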
E coli RNAP – blocks E. coli RNA polymerase transcription; inhibition, %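 (tested at 10 µM)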; fluorescence transcription assay; 62,000 tested, 0.2% active; in the data active = inhibition above about 20%;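 also: 0% = enzyme without compound and 100% = no enzyme blank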
M1 agonist – M1 muscarinic receptor agonism; CHO-M1 cells, Fluo-4 calcium fluorescence, agonist mode; stronger effect = higher value; B-score at 10 µM; 64,000 tested, 3% active; AID 626;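 active = fluorescence rise, raw or as B-score row- and column-corrected plate score, outside the 99.7% band of its plate's samples, either direction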
M1 antagonist – antagonists of rat M1 muscarinic receptor. P08482. CHO-M1 cells, Fluo-4 calcium, ACh EC80 antagonist mode; stronger effect = lower value. B-score at 10 µM. 64,000 tested, 3.4% active. AID 628;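 active = calcium fluorescence response, raw or row-and-column corrected B-score, differing from the plate sample mean either way at a set confidence level, mostly lower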
Target sequence (P08482 whole entry, looked up): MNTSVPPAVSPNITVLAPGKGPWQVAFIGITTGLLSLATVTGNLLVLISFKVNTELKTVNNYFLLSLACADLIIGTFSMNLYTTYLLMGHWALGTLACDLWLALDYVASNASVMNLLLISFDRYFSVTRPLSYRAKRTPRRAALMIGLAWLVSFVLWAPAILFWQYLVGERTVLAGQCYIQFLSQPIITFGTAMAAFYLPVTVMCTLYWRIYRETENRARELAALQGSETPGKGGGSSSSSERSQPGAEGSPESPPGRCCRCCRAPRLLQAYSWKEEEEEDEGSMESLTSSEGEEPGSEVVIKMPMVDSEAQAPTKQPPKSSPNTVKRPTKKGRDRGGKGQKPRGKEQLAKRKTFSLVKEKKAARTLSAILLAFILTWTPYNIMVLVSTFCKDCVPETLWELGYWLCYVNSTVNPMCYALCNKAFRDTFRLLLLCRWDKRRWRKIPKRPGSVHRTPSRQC
RORA act – activators of human nuclear receptor RORA. 65,000 tested, 1.5% active. P35398. AID 560. activation, % at 10 µM. CHO-K1 Gal4-RORA LBD luciferase reporter, luminescence; percent increase over mock-subtracted basal signal;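 active = activation above the mean of all tested compounds plus 3 SD, cut at about 49% in these data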;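 also: 0% = DMSO-treated RORA cells and 100% = added signal equal to DMSO minus mock-transfected cells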
NADH enzymes – inhibition of NAD/NADH coupling enzymes, library profiling. 65,000 tested, 0.02% active. AID 774. coupled PK/LDH NADH assays, four targets. IC50, µM (top dose mostly 10 µM), without a hit: top-dose inhibition;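 active = single-dose screening hits from any of four coupled enzyme assays that gave an IC50 when retested across doses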;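 also: the DPM-DC format reads NADH fluorescence rather than 340 nm absorbance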
SF-1 act – SF-1 (human) activation. Q13285. CHO-K1 Gal4-SF-1 LBD luciferase reporter; % increase over DMSO SF-1-specific signal. activation, % at 10 µM. 65,000 tested, 1.9% active;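 active = activation above the mean activation of all tested compounds plus 3 SD, cut at about 50% in these data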
Target sequence (Q13285 whole entry, looked up, the tested form may be a part): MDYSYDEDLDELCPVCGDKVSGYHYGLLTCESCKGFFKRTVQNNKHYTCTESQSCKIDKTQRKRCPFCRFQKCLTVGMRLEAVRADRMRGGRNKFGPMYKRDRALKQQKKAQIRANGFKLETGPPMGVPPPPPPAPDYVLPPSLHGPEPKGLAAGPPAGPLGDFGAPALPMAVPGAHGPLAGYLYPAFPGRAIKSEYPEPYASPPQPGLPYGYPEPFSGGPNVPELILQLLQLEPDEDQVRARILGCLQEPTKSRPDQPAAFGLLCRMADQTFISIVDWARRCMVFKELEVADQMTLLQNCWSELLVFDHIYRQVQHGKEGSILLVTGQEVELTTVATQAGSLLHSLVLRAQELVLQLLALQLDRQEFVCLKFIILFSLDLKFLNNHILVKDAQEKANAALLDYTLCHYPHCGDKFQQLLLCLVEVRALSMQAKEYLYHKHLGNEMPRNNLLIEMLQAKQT
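Material: Transient Gal4-SF-1 LBD reporter, CHO-K1 | Input: 4,000 cells/well | Dosing: One dose, 10 µM compound, 1% DMSO | Incubation: 20 h compound treatment, 37 °C | Detection: SteadyLite luciferase luminescence | Evaluation: Percent activation relative to DMSO median and mock-transfected background | Benchmarks: DMSO-treated SF-1-transfected cells as negative, DMSO-treated mock-transfected cells lacking SF-1 as background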
tolC growth inh – E. coli tolC mutant growth inhibition. E. coli BW25113 tolC mutant growth, OD615. growth inhibition, % at 10 µM (by protocol). AID 573. 65,000 tested, 2.2% active;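 active = growth inhibition at or above a cutoff equal to the mean over every tested compound plus 3 SD, cut at about 60% in these data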;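 also: growth measured after 20 h incubation at 37 °C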
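System: E. coli ΔtolC::kan strain BW25113; Buffer or medium: LB broth supplemented with 50 µg/mL kanamycin; Compound: 10 µM final, single dose; Incubation: bacterial growth with compound for 20 h at 37 °C; Signal: A615 absorbance measurement; Evaluation: growth inhibition in percent.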
Fluor 339 460 – intrinsic fluorescence of library compounds, ex339/em460 – biochemical, MLSMR library, data from DPM-DC assay, artefact control, profiling panel | compound autofluorescence, ex339/em460 nm, NADH buffer; stronger effect = higher value; 1 = no-compound wells, NADH background | AID 709 | 65,000 tested, 5.5% active | fluorescence fold increase at 10 µM;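 active = at 10 µM, mean starting fluorescence two-fold or more over control wells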;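 also: signal is the first read of a kinetic run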
Numbers without * were called inactive; [ ] = remark or other dose.

Screening OC(c1cccs1)c1nccc2ccccc12 (stereo not drawn) returned TNAP act DEA 0.9, E coli RNAP 4.6, M1 agonist 0.237, M1 antagonist -1.23, RORA act -9.5, NADH enzymes 4.0%, SF-1 act 17.1, tolC growth inh -0.7 and Fluor 339 460 1.05.
`O=C(CCCn1c(=S)[nH]c2ccccc2c1=O)NCc1ccco1` gave TNAP act DEA 0.9, E coli RNAP 12.2, M1 agonist -0.364, M1 antagonist -0.28, RORA act 1.1, NADH enzymes 5.0%, SF-1 act 7.1, tolC growth inh -19.2 and Fluor 339 460 1.09.
Screening O=C1c2oc3ccc(Cl)cc3c(=O)c2C(c2ccccn2)N1CCCN1CCOCC1 (stereo not drawn) returned TNAP act DEA 1, E coli RNAP -1.4, M1 agonist 0.589, M1 antagonist -0.289, RORA act 10.7, NADH enzymes 2.0%, SF-1 act 10.8, tolC growth inh -0.6 and Fluor 339 460 1.18.
CCn1nnnc1-c1ccc(OC)c(S(=O)(=O)NCc2ccccc2)c1 was read as TNAP act DEA 0.9, E coli RNAP 9.5, M1 agonist -0.184, M1 antagonist 0.0172, RORA act -23.7, NADH enzymes 4.0%, SF-1 act -2.9, tolC growth inh -14.7 and Fluor 339 460 1.05.
`COCCCN(C(C)=O)c1nc(-c2ccc(OC)cc2)cs1` gave TNAP act DEA 0.8, E coli RNAP 9.4, M1 agonist 0.833, M1 antagonist 0.269, RORA act 84.5*, NADH enzymes 11.0%, SF-1 act 98.1*, tolC growth inh 5.4 and Fluor 339 460 1.04.
`O=C(CSc1nnc(-c2cccnc2)n1Cc1ccccc1)NCc1ccco1` gave TNAP act DEA 0.9, E coli RNAP -0.2, M1 agonist 2.1, M1 antagonist -0.0465, RORA act -21.3, NADH enzymes 4.0%, SF-1 act -20.9, tolC growth inh -18.7 and Fluor 339 460 1.13.
CC(C)(C)Nc1cccccc1=O was read as TNAP act DEA 0.9, E coli RNAP 4.8, M1 agonist -0.0639, M1 antagonist -0.0401, RORA act 5.0, NADH enzymes 3.0%, SF-1 act 5.9, tolC growth inh -12.1 and Fluor 339 460 1.06.
Cc1sc(NC(=O)CSc2nnc(COc3ccccc3)n2C)c(C#N)c1C was read as TNAP act DEA 0.9, E coli RNAP -56.5, M1 agonist 2.39*, M1 antagonist -0.168, RORA act -2.4, NADH enzymes 5.0%[fluoresces], SF-1 act -4.2, tolC growth inh -13.5 and Fluor 339 460 2.08*.
CC(=O)c1c(C)[nH]c(C(=O)OC2CCCCC2=O)c1C (stereo not drawn) was read as TNAP act DEA 0.9, E coli RNAP 4.2, M1 agonist 0.0206, M1 antagonist 0.674, RORA act -14.6, NADH enzymes 5.0%, SF-1 act 2.5, tolC growth inh -7.5 and Fluor 339 460 1.07.
COc1cc2c(cc1NC(=O)CN1C(=O)NC3(CCc4ccccc43)C1=O)oc1ccccc12 (stereo not drawn) was read as TNAP act DEA 1, E coli RNAP -7.0, M1 agonist -0.118, M1 antagonist -1.58, RORA act 26.5, NADH enzymes 3.0%, SF-1 act 2.6, tolC growth inh 35.8 and Fluor 339 460 1.22.
Screening CC(C)(C)C(=O)CSc1nc2ncc(Br)cc2[nH]1 returned TNAP act DEA 0.9, E coli RNAP 6.8, M1 agonist -0.0152, M1 antagonist -0.108, RORA act 5.8, NADH enzymes 5.0%, SF-1 act 12.2, tolC growth inh 0.3 and Fluor 339 460 1.09.
For Cc1noc(C)c1CSc1ncnc2sc(C)c(C)c12 the results were TNAP act DEA 0.9, E coli RNAP -11.8, M1 agonist 0.677, M1 antagonist -0.129, RORA act -2.4, NADH enzymes 3.0%, SF-1 act -12.4, tolC growth inh 11.3 and Fluor 339 460 1.15.
`O=C(CN1C(=O)c2cccc3cccc1c23)N1CCN(c2ccccc2)CC1` gave TNAP act DEA 0.8, E coli RNAP 5.3, M1 agonist -0.645, M1 antagonist 0.64, RORA act -10.1, NADH enzymes 7.0%, SF-1 act -2.1, tolC growth inh -18.9 and Fluor 339 460 1.19.
`O=C(c1cccc(S(=O)(=O)NCCOc2ccccc2)c1)N1CCN(c2ncccn2)CC1` gave TNAP act DEA 0.9, E coli RNAP 6.4, M1 agonist 1.38, M1 antagonist 0.42, RORA act 6.6, NADH enzymes 11.0%, SF-1 act -10.6, tolC growth inh -2.6 and Fluor 339 460 1.19.
Screening CC1(C)Cc2c(sc3c2C2=NCCN2C=N3)CO1 returned TNAP act DEA 0.9, E coli RNAP 13.8, M1 agonist -1.15, M1 antagonist -0.44, RORA act -5.6, NADH enzymes 3.0%, SF-1 act 13.1, tolC growth inh 7.7 and Fluor 339 460 1.19.
Screening O=S(=O)(C/C(=C/CO)S(=O)(=O)c1ccccc1)c1ccccc1 returned TNAP act DEA 0.9, E coli RNAP 9.5, M1 agonist 0.0885, M1 antagonist 1.03, RORA act -89.2, NADH enzymes 6.0%, SF-1 act -95.5, tolC growth inh -3.8 and Fluor 339 460 1.08.
For O=C(NCC(c1cccnc1)N1CCOCC1)C1CCCCC1 (stereo not drawn) the results were TNAP act DEA 0.9, E coli RNAP 2.7, M1 agonist 0.538, M1 antagonist -0.585, RORA act -2.4, NADH enzymes 0.0%, SF-1 act -3.8, tolC growth inh -12.2 and Fluor 339 460 1.03.
COc1cc(OC)cc(C(=O)OCc2cc3ccccc3[nH]c2=O)c1 was read as TNAP act DEA 0.9, E coli RNAP 1.2, M1 agonist -0.113, M1 antagonist 0.355, RORA act 6.3, NADH enzymes 8.0%, SF-1 act 6.7, tolC growth inh -4.0 and Fluor 339 460 1.07.
CCCC(=O)Nc1ccc(NC(=O)C23CC4CC(CC(C4)C2)C3)cn1 was read as TNAP act DEA 0.9, E coli RNAP -3.6, M1 agonist -0.437, M1 antagonist -0.188, RORA act -6.5, NADH enzymes 6.0%, SF-1 act -1.1, tolC growth inh 22.2 and Fluor 339 460 1.14.
For CC1CCc2c(C(=O)NCCN3CCOCC3)csc2C1 (stereo not drawn) the results were TNAP act DEA 1, E coli RNAP 2.9, M1 agonist 0.0448, M1 antagonist -0.363, RORA act 33.1, NADH enzymes 5.0%, SF-1 act 3.1, tolC growth inh -6.6 and Fluor 339 460 1.1.
Screening COc1ccc(-c2c(C(F)(F)F)oc3c(CN4CCN(C)CC4)c(O)ccc3c2=O)cc1 returned TNAP act DEA 0.9, E coli RNAP -5.8, M1 agonist -0.186, M1 antagonist -0.118, RORA act 38.1, NADH enzymes 4.0%, SF-1 act 6.2, tolC growth inh 12.3 and Fluor 339 460 1.13.
`CCCn1c2ccccc2c2nnc(SCC(=O)OCC)nc21` gave TNAP act DEA 0.8, E coli RNAP 10.5, M1 agonist 0.254, M1 antagonist -0.00978, RORA act -15.9, NADH enzymes 2.0%, SF-1 act 8.9, tolC growth inh 5.9 and Fluor 339 460 1.04.
Screening FC(F)(F)c1nc2nncn2c2c1CCCCC2 returned TNAP act DEA 0.8, E coli RNAP 6.5, M1 agonist -0.074, M1 antagonist -0.00171, RORA act 7.2, NADH enzymes 0.0%, SF-1 act -19.0, tolC growth inh 17.4 and Fluor 339 460 1.17.
`COc1ccccc1N1CCN(c2cc(=O)n(-c3ccc(Br)cc3)c(=O)[nH]2)CC1` gave TNAP act DEA 1, E coli RNAP 3.8, M1 agonist -0.534, M1 antagonist -0.0494, RORA act 9.3, NADH enzymes 3.0%, SF-1 act -3.7, tolC growth inh -10.7 and Fluor 339 460 1.17.
`Cc1ccc(S(=O)(=O)NCC(=O)N(CCc2ccccc2)CC(=O)NCc2ccco2)cc1` gave TNAP act DEA 0.9, M1 agonist 0.767, M1 antagonist -0.294, RORA act 27.6, NADH enzymes 8.0%, SF-1 act -1.6, tolC growth inh 8.0 and Fluor 339 460 1.07.
For CCOC(=O)CSc1nc(NC#N)nc(N(CC)CC)n1 the results were TNAP act DEA 0.9, M1 agonist -0.347, M1 antagonist -0.643, RORA act -12.9, NADH enzymes 0.0%, SF-1 act 16.6, tolC growth inh 17.6 and Fluor 339 460 1.04.
CC1CCN(C2CC(=O)N(c3ccc(Br)cc3Br)C2=O)CC1 (stereo not drawn) was read as TNAP act DEA 1, E coli RNAP 5.0, M1 agonist 1.7, M1 antagonist 1.32, RORA act -14.1, NADH enzymes 2.0%, SF-1 act -13.9, tolC growth inh -0.8 and Fluor 339 460 1.1.
For CCOC(=O)c1sc(NC(=O)c2ccco2)nc1-c1ccccc1 the results were TNAP act DEA 1, E coli RNAP 0.4, M1 agonist 0.848, M1 antagonist -0.0209, RORA act -3.8, NADH enzymes 8.0%, SF-1 act 0.0, tolC growth inh 3.7 and Fluor 339 460 1.13.
CC(NC(=O)CSc1nnc(COc2ccccc2)o1)c1ccccc1 (stereo not drawn) was read as TNAP act DEA 0.9, M1 agonist 0.0484, M1 antagonist -0.252, RORA act 27.1, NADH enzymes 5.0%, SF-1 act 7.8, tolC growth inh -3.3 and Fluor 339 460 1.01.
O=C(O)c1ccccc1S(=O)(=O)NCC(O)COC1CCCCC1 (stereo not drawn) was read as TNAP act DEA 0.9, E coli RNAP 7.4, M1 agonist 0.654, M1 antagonist -0.137, RORA act -32.9, NADH enzymes 6.0%, SF-1 act 2.4, tolC growth inh -21.3 and Fluor 339 460 1.23.
`CCCCN(C(=O)Cn1nnc2ccccc21)C(C(=O)NCCOC)c1ccc(OC)cc1` (stereo not drawn) gave TNAP act DEA 0.9, E coli RNAP 6.8, M1 agonist 0.692, M1 antagonist 0.0661, RORA act 14.5, NADH enzymes 6.0%, SF-1 act -0.8 and Fluor 339 460 1.08.
For CN1CCN(S(=O)(=O)c2ccc3[nH]cc(C(=O)O)c(=O)c3c2)CC1 the results were TNAP act DEA 0.9, E coli RNAP 0.7, M1 agonist 0.537, M1 antagonist 0.0048, RORA act -16.1, NADH enzymes 6.0%, SF-1 act -0.4, tolC growth inh -7.4 and Fluor 339 460 2.17*.
CCOC(=O)N1CCC(NC(=O)C2CCN(S(=O)(=O)N3CCCC3)CC2)CC1 was read as TNAP act DEA 0.9, E coli RNAP 5.6, M1 agonist 0.0263, M1 antagonist 0.697, RORA act -15.2, NADH enzymes 8.0%, SF-1 act 9.4, tolC growth inh -15.7 and Fluor 339 460 1.06.
Screening CCC(c1nnc(SCC(=O)N2CC(=O)Nc3ccccc32)n1Cc1ccccc1)N(C)C (stereo not drawn) returned TNAP act DEA 0.9, E coli RNAP 3.4, M1 agonist -0.467, M1 antagonist -0.742, RORA act 15.5, NADH enzymes 9.0%, SF-1 act 6.9, tolC growth inh -4.5 and Fluor 339 460 1.08.
COc1cc(C2Nc3cccc4cccc(c34)N2)cc(OC)c1OC(C)=O was read as TNAP act DEA 0.8, E coli RNAP 0.8, M1 agonist -0.476, M1 antagonist -0.0214, RORA act -49.5, NADH enzymes 3.0%, SF-1 act -82.3, tolC growth inh 12.4 and Fluor 339 460 1.09.
`O=C1CC2(CCCCC2)Oc2ccc(OCC(=O)N3CCOCC3)cc21` gave TNAP act DEA 1, E coli RNAP -3.3, M1 agonist -0.722, M1 antagonist 0.00395, RORA act -0.2, NADH enzymes 3.0%[fluoresces], SF-1 act 0.0, tolC growth inh -4.0 and Fluor 339 460 5.15*.

High-throughput results as filed in PubChem.
